PLCb3 inh: blocks human PLC-beta3 enzyme activity. Purified PLC-beta3, fluorogenic substrate, fluorescence. inhibition, % at 12.2 µM. 370,000 tested, 0.18% active. AID 720704; in the data active = inhibition above about 11%;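 note: 0% = median of compound wells on plate and 100% = full blocker control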
UHRF1 binding: blocks human UHRF1 binding to methylated DNA; inhibition, % at 4.4 µM; AID 687016; 370,000 tested, 0.75% active; Q96T88; UHRF1 binding to methylated oligo, TR-FRET; in the data active = inhibition above about 21%;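 note: UHRF1 SRA domain binding a hemimethylated CpG hairpin DNA probe; 0% = median of test compound wells and 100% = reference inhibitor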
DDE Tn6 FP inh: DD(E)-Tn6 binding inhibition, primary FP screen | Fibrin DD(E) TRITC-Tn6 fluorescence polarization displacement | inhibition, % at 8.3 µM | 370,000 tested, 0.21% active | AID 720509;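 active = inhibition above a per-campaign cutoff: mean of compounds within control limits plus 3 SD, cut at about 15% in these data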;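 note: 0% = median of all compound wells on the plate and 100% = blocking peptide control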
NR1D1 modulator: modulates human Rev-erb alpha binding to DNA | Rev-erbα–FITC-DNA binding, fluorescence polarization, 90 min | activity, % at 10 µM | 370,000 tested, 0.79% active;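 active = activity above about 14%, limit read from the data; passing the limit was not always enough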;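 note: 0% = DMSO wells with 35 nM protein and 100% = DMSO wells with 750 nM protein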
ARFGAP1 inh: inhibitors of rat ARFGAP1; inhibition, % at 16.5 µM; Arfgap1-stimulated ARF1 GTP hydrolysis, GDP FP detection; 360,000 tested, 0.26% active; AID 651572;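 active = inhibition above a per-plate limit, mean inhibition of low control wells plus 3 SD, cut at about 25% in these data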;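 note: 0% = DMSO wells with enzyme and 100% = wells lacking Arfgap1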
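System: truncated rat Arfgap1 GAP domain / Benchmarks: high control wells lacking Arfgap1, low control full reaction with DMSO / Times: compound-enzyme preincubation 20 min, reaction 120 min, detection 60 min, 25 °C / Repeats: one replicate per compound / Also added: human ARF1(Δ1-17)-GTP substrate / Measured by: Tracer-displacement fluorescence polarization with EDTA stop, 620/688 nm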
sPLA2-III inh: Inhibits HGIII-sPLA2 liposome hydrolysis, primary screen; QFRET BODIPY PC-A2 liposome hydrolysis, fluorescence; inhibition, % at 12.2 µM; 370,000 tested, 0.56% active; AID 743126;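 active = inhibition above mean plus 3 SD of compounds lying within the high and low control bounds, cut at about 19% in these data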;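 note: 0% = median of test compound wells and 100% = no enzyme DMSO wells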
Target sequence (Q9NZ20 whole entry, looked up): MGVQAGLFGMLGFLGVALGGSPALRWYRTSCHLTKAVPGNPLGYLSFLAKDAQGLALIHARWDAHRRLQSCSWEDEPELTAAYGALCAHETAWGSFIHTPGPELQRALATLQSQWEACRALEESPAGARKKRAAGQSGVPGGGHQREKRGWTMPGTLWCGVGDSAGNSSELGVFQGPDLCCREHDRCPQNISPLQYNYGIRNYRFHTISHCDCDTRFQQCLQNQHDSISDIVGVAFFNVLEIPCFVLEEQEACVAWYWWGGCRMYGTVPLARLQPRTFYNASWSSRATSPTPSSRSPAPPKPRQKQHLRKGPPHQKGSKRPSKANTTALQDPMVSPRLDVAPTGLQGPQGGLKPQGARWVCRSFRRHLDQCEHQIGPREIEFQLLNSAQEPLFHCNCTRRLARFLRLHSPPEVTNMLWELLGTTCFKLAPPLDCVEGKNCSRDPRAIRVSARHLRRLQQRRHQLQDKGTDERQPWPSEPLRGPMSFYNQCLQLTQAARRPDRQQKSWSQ
proKLK7 act: proKLK7 (human) activation, primary screen. P49862. purified proKLK7, EDANS-DABCYL substrate fluorescence; 100% is mature enzyme control, 0% vehicle. activation, % at 7 µM. 370,000 tested, 0.9% active. AID 652039;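 active = activation above the mean of all tested compounds plus 3 SD, computed per campaign excluding outliers beyond control limits, cut at about 13% in these data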
DDE Tn7 FP inh: disrupts Tn7 cyclic peptide binding to fibrin D-Dimer-E complex; P02675; FP displacement of FITC-Tn7 peptide from fibrin DD(E); 0% = median of compound wells per plate; inhibition, % at 8.3 µM; 370,000 tested, 0.13% active;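 active = inhibition above the mean of compounds falling within the control limits plus 3 SD of them, cut at about 14% in these data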;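 note: 0% = plate median of compound wells and 100% = 10 µM Aha-Tn7 peptide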
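Measure: % inhibition scaled between sample-field median and high-control FP; Test system: human fibrin DD(E); Quantity: 2 µM final DD(E) protein; Doses: one dose, 8.3 µM nominal; Schedule: compound with protein 10 min, then 3 h after probe, room temperature; Detection: fluorescence polarization; Medium: Tris buffer with calcium and detergent, pH 7.8.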
ASAP1 GAP inh: inhibitors of human ASAP1 ArfGAP activity; Q9ULH1; ASAP1-stimulated ARF1 GTP hydrolysis, GDP FP detection; inhibition, % at 16.5 µM; 360,000 tested, 0.19% active; AID 624377; in the data active = inhibition above about 25%;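 note: 0% = vehicle with enzyme and substrate and 100% = no enzyme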
Target sequence (Q9ULH1 325-724 limits assumed): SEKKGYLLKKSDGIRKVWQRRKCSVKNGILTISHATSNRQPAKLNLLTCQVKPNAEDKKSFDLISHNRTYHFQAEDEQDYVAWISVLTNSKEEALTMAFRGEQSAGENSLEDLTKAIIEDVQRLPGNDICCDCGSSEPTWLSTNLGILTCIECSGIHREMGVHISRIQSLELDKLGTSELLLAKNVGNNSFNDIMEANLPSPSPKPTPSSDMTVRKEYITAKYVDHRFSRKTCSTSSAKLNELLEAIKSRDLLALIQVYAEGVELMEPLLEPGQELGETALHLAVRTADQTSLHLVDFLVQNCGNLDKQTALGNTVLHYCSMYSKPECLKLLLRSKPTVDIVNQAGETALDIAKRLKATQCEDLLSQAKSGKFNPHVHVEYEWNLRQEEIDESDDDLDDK
PLCg1 inh: blocks human PLC-gamma1 enzyme activity | inhibition, % at 12.2 µM | P19174 | 370,000 tested, 0.84% active | purified PLC-gamma1, fluorogenic substrate, fluorescence; in the data active = inhibition above about 9.5%
* = called active by the depositor.

PLCb3 inh,UHRF1 binding,DDE Tn6 FP inh,NR1D1 modulator,ARFGAP1 inh,sPLA2-III inh,proKLK7 act,DDE Tn7 FP inh,ASAP1 GAP inh,PLCg1 inh,mol
8,1,5,-6,9,-2,0.6,4,-8,5,Cc1ccc(S(=O)(=O)N2CCC(C(=O)N3CCCC3C(=O)N[C@@H](CC(C)C)C(=O)NCC(N)=O)CC2)cc1 (stereo partly drawn)
4,0,2,3,0,-7,-0.3,-8,-1,1,CCOC(=O)N1CCN(S(=O)(=O)c2cc(Cl)c(OC)cc2Cl)CC1
1,-1,0,3,3,-5,0.4,-6,8,3,Cc1c(C(=O)NCc2ccc3c(c2)OCCO3)sc(=O)n1Cc1ccccc1C#N
0,2,0,7,5,-17,-0.5,-2,-2,0,Cc1ccc(S(=O)(=O)NCC(C)NS(=O)(=O)c2ccc(C)cc2)cc1 (stereo not drawn)
-7,1,0,0,0,-4,0.2,-4,2,3,COc1ccccc1Cn1c(CO)nc2ccccc21
3,2,6,1,4,-3,0.0,2,0,-2,Cc1nc(NC(=O)Nc2ccc(Cl)cc2)sc1C
-24,-8,10,-10,10,2,0.9,2,2,-12,Oc1ccccc1CNc1cccc2cccnc12
-3,-1,8,-4,-10,-1,-0.1,0,-1,-3,O=S(=O)(Nc1nc2ccccc2nc1-[n+]1ccccc1)c1ccc(Cl)cc1
-2,-2,4,-2,-3,-17,-0.3,-1,5,1,O=C(Nc1cc(S(=O)(=O)N2CCCCCC2)ccc1OCC(F)(F)F)c1ccc(=O)[nH]c1
-1,4,4,-1,-5,3,-0.2,4,-5,-1,O=C(CSCc1cccc(F)c1)NCc1ccccc1
5,3,9,8,-8,0,-0.2,-3,23,4,Cc1ccc(-c2csc3ncnc(Oc4cccc5ccc(C)nc45)c23)cc1
-38,5,-3,-3,-7,4,0.1,-3,-9,-22,CCOc1ccc(NC(=O)C2CCCN(c3cnccn3)C2)cc1 (stereo not drawn)
-2,-1,0,2,13,0,0.3,5,6,0,Cc1ccc(C)c(NC(NC(=O)c2ccccn2)C(Cl)(Cl)Cl)c1 (stereo not drawn)
4,-1,3,-3,8,4,0.1,-8,-3,3,CC1(C(=O)NS(=O)(=O)c2ccc(Cl)cc2)CCN1C(=O)Cc1cccs1 (stereo not drawn)
-24,2,-1,-1,-9,-12,0.2,-3,-11,-24,O=C(Cc1ccc(Br)cc1)OCC(=O)c1ccc2c(c1)OCCO2
0,11,7,-6,7,3,-0.8,-7,-11,2,CC(=O)Nc1ccc(S(=O)(=O)NC2(C(F)(F)F)C(=O)Nc3c2c(=O)[nH]c(=O)n3Cc2ccccc2)cc1 (stereo not drawn)
1,2,0,2,-4,-2,-0.1,-2,-7,1,CN(CC(=O)NCc1ccccc1)S(=O)(=O)c1cnc[nH]1
2,2,6,1,-14,-2,-0.3,0,3,7,CN(C)CCCNC(=O)C(=O)NCC1CCCO1 (stereo not drawn)
2,-4,-2,10,-9,-3,0.6,0,-2,0,O=C(O)c1ccc(CSc2nnc(-c3ccccc3Cl)n2-c2ccccc2)cc1
-53,-2,1,-3,4,-20,-0.4,-1,-4,-27,Cc1cc(CNC(=O)c2cccc3c2C(=O)c2ccc(-c4ccc(F)cc4OCc4ccccc4)cc2S3(=O)=O)c(C(F)(F)F)o1
-4,0,-1,5,1,9,0.3,-1,11,1,O=C(OCc1c(-c2ccccc2)ncc2ccccc12)c1cccc(Br)c1
-5,1,7,1,3,2,-1.1,2,6,7,CN(CC(=O)Nc1ncn[nH]1)S(=O)(=O)c1cc(Cl)ccc1Cl
-1,-3,-4,2,4,-1,0.4,3,-7,-1,CCCSc1nnc2c(n1)OC(c1cccn1C)N(C(C)=O)c1ccccc1-2 (stereo not drawn)
-3,1,4,6,-3,-1,0.4,5,2,5,CCN(CC)S(=O)(=O)c1ccc(N2CCOCC2)c(NC(=O)c2ccc(F)cc2)c1
1,-2,6,0,-4,7,0.7,2,-3,-3,O=C(c1cccc([N+](=O)[O-])c1)N1CC2C3C=CC(C3)C2C1 (stereo not drawn)
-3,1,6,0,13,-14,0.3,3,2,-1,CN(C)S(=O)(=O)c1cccc(COC(=O)Cc2c(F)cccc2Cl)c1
5,-1,-4,-1,5,8,-0.1,-2,12,3,CCOc1ccc(NC(=S)N(C)C)cc1
2,1,-7,0,6,3,-0.1,-3,1,1,Cc1ccc(C(=O)NCCc2ccncc2)cc1
3,-3,-1,0,0,-4,-0.2,2,-7,-1,CCC(=O)N1CCc2cc(S(=O)(=O)CCC(=O)NC(C)CC)ccc21 (stereo not drawn)
-11,6,-3,-4,9,-9,-0.6,4,2,4,CCOC(=O)C1CCN(C(=O)C2CCCN(S(=O)(=O)c3ccc(OC)c(Cl)c3)C2)CC1 (stereo not drawn)
-7,1,2,-3,5,-3,-0.2,4,-6,0,CCOC(=O)CCC(=O)Nc1ccc(S(=O)(=O)N2CCCCC2)cc1
1,-2,1,1,3,-4,-0.5,5,6,-2,CN(C)CCCNCC(=O)Nc1ccccc1N1CCOCC1
-5,5,-4,-2,-8,5,0.6,5,-3,-2,O=C(C1=C[C@H](c2ccc(Br)cc2)C[C@H](OCCCCO)O1)N1CCOCC1
5,6,-7,4,5,-7,0.3,-7,11,7,CCOc1ccc(OCC)c(NC(=O)C2CCCN(S(=O)(=O)c3cccs3)C2)c1 (stereo not drawn)
-1,10,3,-2,-2,-1,0.5,6,11,-1,COc1cc(C(=O)NC(=S)Nc2ccc(NC(=O)c3ccco3)cc2)cc(OC)c1OC
-1,-2,8,-2,-4,-2,0.3,10,-17,0,COC(=O)c1ccc(/C=C(\C#N)C(=O)NC(C)c2ccccc2)cc1 (stereo not drawn)
-2,9,-7,2,3,11,0.5,3,-4,4,COc1cccc(N2CCN(C(=S)Nc3cc(C)cc(C)c3)CC2)c1
0,-2,-8,-2,8,-118,0.1,-2,5,1,COc1ccc(C(C(=O)Nc2ccc3c(c2)OCO3)N(C)C(=O)Cc2c[nH]c3ccccc23)cc1 (stereo not drawn)
-6,-2,4,-3,10,0,0.6,0,1,-2,CNS(=O)(=O)c1cccc(C(=O)OCC(=O)Nc2ccc(Cl)cn2)c1
5,3,3,5,-11,-1,-0.2,-3,-1,9,NS(=O)(=O)c1ccc(CCNC(=O)NC23CC4CC(CC(C4)C2)C3)cc1
-1,1,-4,-1,-3,-6,1.0,-7,-3,0,COc1ccc(/C=N/NC(=O)CNc2c(Br)cc(C)cc2Br)c(C(=O)O)c1OC
-5,2,3,7,-8,4,-0.2,9,-6,3,O=C(Nc1ccccc1)C1CCCN1S(=O)(=O)c1ccc(Br)cc1 (stereo not drawn)
-2,0,12,0,5,-45,0.4,0,-2,-1,CN(Cc1ccccc1)C(=O)c1cccc(NC(=O)Cc2ccc(NC(=O)C3CCCN(C(=O)CCc4ccccc4)C3)cc2)c1 (stereo not drawn)
-2,2,-9,-1,-10,3,-0.3,6,-5,1,O=C1c2ccccc2C(=O)N1CCc1nc(-c2ccccn2)no1
-4,-2,0,3,12,0,-0.4,5,-4,-4,CCn1c(N)c(C(=O)Nc2ccccc2C(=O)OC)sc1=S
1,-1,2,3,4,-3,0.1,-2,12,1,Cc1ccc(S(=O)(=O)N2CC(CBr)=CCC2c2ccccc2)cc1 (stereo not drawn)
-6,4,4,-5,3,4,-0.4,-4,2,0,Cc1ccc(C(=O)COC(=O)CNC(=O)Cc2ccccc2)cc1
3,-1,-2,2,8,4,-0.8,0,6,0,O=C(c1ccco1)N1CCN=C1SCc1cccc(Cl)c1
0,-1,-4,-4,13,2,-0.7,0,1,2,CCn1c(O)c(N=NC(=O)Cc2csc(N3CCOCC3)n2)c2ccccc21
1,-7,-5,7,0,-25,-0.3,-3,13,2,COc1ccc(Nc2nc(NCc3ccco3)nc(N/N=C/c3ccc(O)cc3)n2)cc1
0,0,-2,-5,3,1,0.5,2,-8,-1,CCCCCCN1C[C@H](O)[C@@H](n2cc(C3CC3)nn2)C[C@@H]1c1ccc(Cl)cc1
2,3,6,-10,11,0,-0.6,-3,17,3,O=C(CCOc1ccccc1)NNC(=O)c1ccccc1

Six of the entries above in order of their number in ARFGAP1 inh, high to low.
compound | PLCb3 inh | UHRF1 binding | DDE Tn6 FP inh | NR1D1 modulator | ARFGAP1 inh | sPLA2-III inh | proKLK7 act | DDE Tn7 FP inh | ASAP1 GAP inh | PLCg1 inh
O=C(c1ccco1)N1CCN=C1SCc1cccc(Cl)c1 | 3 | -1 | -2 | 2 | 8 | 4 | -0.8 | 0 | 6 | 0
CN(Cc1ccccc1)C(=O)c1cccc(NC(=O)Cc2ccc(NC(=O)C3CCCN(C(=O)CCc4ccccc4)C3)cc2)c1 (stereo not drawn) | -2 | 0 | 12 | 0 | 5 | -45 | 0.4 | 0 | -2 | -1
Cc1ccc(S(=O)(=O)N2CC(CBr)=CCC2c2ccccc2)cc1 (stereo not drawn) | 1 | -1 | 2 | 3 | 4 | -3 | 0.1 | -2 | 12 | 1
CCCCCCN1C[C@H](O)[C@@H](n2cc(C3CC3)nn2)C[C@@H]1c1ccc(Cl)cc1 | 0 | 0 | -2 | -5 | 3 | 1 | 0.5 | 2 | -8 | -1
COC(=O)c1ccc(/C=C(\C#N)C(=O)NC(C)c2ccccc2)cc1 (stereo not drawn) | -1 | -2 | 8 | -2 | -4 | -2 | 0.3 | 10 | -17 | 0
NS(=O)(=O)c1ccc(CCNC(=O)NC23CC4CC(CC(C4)C2)C3)cc1 | 5 | 3 | 3 | 5 | -11 | -1 | -0.2 | -3 | -1 | 9

Assay outcomes from PubChem BioAssay.
